Screening data deposited in PubChem BioAssay by Johns Hopkins Ion Channel Center.
TMEM16A act – mouse TMEM16A channel activation, primary screen; Q8BHY3; HEK293 TMEM16A/YFP-H148Q/I152L, iodide quench fluorescence; stronger effect = lower value; 340,000 tested, 0.3% active; AID 623877; B-score at 10 µM;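 active means fluorescence-ratio B-score plate-corrected deviation score at least 3 library SD below zero, with starting fluorescence score within 5 deviations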;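 further: channel opened by trigger with iodide after compound preincubation; score built on the fluorescence ratio of max minus min over baseline; more negative score means more quench and so TMEM16A activation or potentiation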
KCNK3 inh – human KCNK3 channel inhibition, primary screen. O14649. CHO-KCNK3 thallium flux, FluxOR fluorescence; stronger effect = lower value. B-score at 10 µM. 340,000 tested, 0.84% active. AID 602410;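 active means B-score under library mean minus 4 SD, starting fluorescence ratio at most library mean plus 5 SD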;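 further: more negative B-score means stronger inhibition of thallium flux through KCNK3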
hERG rescue – shields human hERG channel from block by proarrhythmic agents; Q12809; CHO-hERG, FluxOR thallium flux, dofetilide IC70 present; activation (rescue from dofetilide block), less the hit threshold, % at 10 µM; 310,000 tested, 0.51% active;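 active means activation above the mean of controls blocked by dofetilide plus 5 SD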;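 further: thallium influx through hERG after potassium depolarization seen as dye fluorescence rise; in these data hits start at about 4.7%; inactives centre near -7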
KCNK9 block – human KCNK9 channel inhibition; B-score at 10 µM; 310,000 tested, 1.2% active; Q9NPC2; HEK293 KCNK9, FluxOR thallium flux fluorescence; stronger effect = lower value; AID 488922;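 active means ratio B-score over 3 SD below the library mean, with starting fluorescence within 5 SD of its mean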;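 further: negative B-score means less thallium flux so channel inhibition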
Target sequence (Q9NPC2 whole entry, looked up): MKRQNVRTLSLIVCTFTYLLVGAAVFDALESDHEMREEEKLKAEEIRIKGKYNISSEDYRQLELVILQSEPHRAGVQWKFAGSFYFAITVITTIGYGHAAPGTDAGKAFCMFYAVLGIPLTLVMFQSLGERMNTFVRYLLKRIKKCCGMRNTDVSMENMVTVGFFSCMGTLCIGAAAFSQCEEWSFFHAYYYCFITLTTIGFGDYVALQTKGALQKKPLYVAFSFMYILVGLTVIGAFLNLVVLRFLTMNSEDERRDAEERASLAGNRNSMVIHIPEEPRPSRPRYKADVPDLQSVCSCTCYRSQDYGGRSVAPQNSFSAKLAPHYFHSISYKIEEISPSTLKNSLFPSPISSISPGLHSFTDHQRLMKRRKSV
KCNQ1 pot – human KCNQ1 channel potentiation or activation | 310,000 tested, 0.35% active | B-score at 10 µM | AID 2648 | CHO-K1 KCNQ1, thallium flux FluxOR fluorescence; stronger effect = higher value;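 active means fluorescence ratio B-score, a plate-corrected score, at least three library SD, with initial intensity B-score within 5 SD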
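Material: CHO-K1 cells stably expressing KCNQ1. Medium: assay buffer for compound exposure, DMSO matched across wells. Reagent: K+/Tl+ depolarizing stimulus. Compound dosing: single-concentration screen. Times: 37 °C overnight plating, 90-min dark dye load, 20-min compound pretreatment. Technique: FluxOR Tl+ flux fluorescence.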
TMEM16A inh – blocks the mouse calcium-activated chloride channel TMEM16A; HEK293 TMEM16A/YFP iodide influx fluorescence, ionomycin; normalized B-score (activity score, 25-100; higher = stronger inhibition) at 10 µM; 310,000 tested, 1.2% active; Q8BHY3; AID 588511;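 active means ratio plate-corrected score three or more library SD toward inhibition, starting fluorescence score within five deviations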;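 further: score derived from kinetic fluorescence span divided by baseline fluorescence per well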
RGS4 pot – RGS4 potentiation or activation; B-score at 10 µM; 310,000 tested, 0.92% active; HEK293 M3R/inducible RGS4, carbachol calcium flux Fluo4; stronger effect = lower value; AID 463111;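 active means B-score of the integrated calcium signal more than 4 SD below the library mean, with starting fluorescence not abnormally high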;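 further: negative B-score means reduced calcium response which marks RGS4 activation or potentiation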
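Reagent: ECmax carbachol challenge; Test system: M3R-expressing HEK293 line, RGS4 induced by doxycycline; Schedule: overnight RGS4 induction, 30 min dye load 37 °C, 20 min compound RT; Detection: calcium dye Fluo4 fluorescence; Read-out: Agonist-evoked peak-minus-minimum fluorescence over baseline, integrated ratio, B score.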
KCNQ1 block – blocks the human KCNQ1 potassium channel | 310,000 tested, 1.3% active | P51787 | B-score at 10 µM | CHO-K1 KCNQ1, FluxOR thallium flux fluorescence; stronger effect = higher value;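 active means compounds whose thallium flux B-score, printed positive for inhibition, exceeds three library SD while starting fluorescence stays within three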;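 further: channel opened by potassium depolarization with thallium stimulus after 20 min compound exposure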
MrgX1 allo act – allosterically activates human MrgX1 receptor signaling. MrgX1-HEK293, Fluo-4 calcium flux, FDSS; stronger effect = higher value. B-score at 10 µM. 310,000 tested, 0.63% active. Q96LB2. AID 588675;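 active means plate-corrected calcium response at least 3 library SD above typical, normal starting fluorescence, not activating the receptor alone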;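 further: compound read alongside a low EC10 to EC30 dose of BAM8-22 agonist; peak minus trough fluorescence over baseline measured at the second addition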
Target sequence (Q96LB2 whole entry, looked up): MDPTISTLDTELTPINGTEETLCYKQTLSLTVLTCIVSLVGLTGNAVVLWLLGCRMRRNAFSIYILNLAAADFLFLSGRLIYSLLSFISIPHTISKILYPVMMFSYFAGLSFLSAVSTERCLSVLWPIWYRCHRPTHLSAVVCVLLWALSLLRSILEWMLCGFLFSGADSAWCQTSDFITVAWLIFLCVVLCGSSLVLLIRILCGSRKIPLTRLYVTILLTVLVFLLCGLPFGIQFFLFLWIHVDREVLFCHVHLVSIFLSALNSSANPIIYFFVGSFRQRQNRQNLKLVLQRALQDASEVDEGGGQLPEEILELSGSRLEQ
RGS4 inh – human RGS4 inhibition; P49798; HEK293 M3R/RGS4 inducible, Fluo-4 calcium flux; stronger effect = higher value; triggered by carbachol at its EC20; B-score at 10 µM; 310,000 tested, 0.45% active;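 active means B-score, a plate-corrected calcium signal, over three deviations above library mean, with baseline fluorescence within five deviations of library mean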;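 further: RGS4 expression induced by doxycycline in cells with stable M3 receptor; B-score is computed from the integrated fluorescence ratio over baseline after carbachol; higher B-score means a larger calcium signal and so more RGS4 inhibition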
Target sequence (P49798 whole entry, looked up): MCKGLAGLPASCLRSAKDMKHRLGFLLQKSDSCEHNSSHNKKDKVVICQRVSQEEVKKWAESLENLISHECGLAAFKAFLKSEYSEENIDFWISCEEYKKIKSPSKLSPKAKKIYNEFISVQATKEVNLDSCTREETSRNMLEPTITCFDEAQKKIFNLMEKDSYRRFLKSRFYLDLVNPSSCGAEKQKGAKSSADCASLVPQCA
MrgX1 agonist – human MrgX1 receptor agonism, primary screen. Q96LB2. AID 588627. 310,000 tested, 0.44% active. MrgX1-HEK293 cells, Fluo-4 calcium fluorescence, agonist mode; stronger effect = higher value. B-score at 10 µM;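 active means calcium response B-score plate-corrected fluorescence ratio at least 3 library SD, with starting fluorescence B-score inside 5 SD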
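Test system: Stable human MrgX1 HEK293 cell line | Schedule: Overnight plating before 1 h dye loading | Read-out basis: Baseline-normalised fluorescence change ratio, B-scored | Detection: Kinetic calcium dye fluorescence, Fluo-4 NW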
* hit, by the source's call; i = inactive; . = not tested or not shown.

smiles	KCNK3 inh	MrgX1 allo act	RGS4 pot	KCNQ1 pot	KCNQ1 block	TMEM16A act	hERG rescue	TMEM16A inh	RGS4 inh	MrgX1 agonist	KCNK9 block
O=C(C1CC1)N1CCN=C1SCc1ccc(F)cc1	i	i	i	i	i	i	-6	i	i	i	i
Cc1nnc(N2C(=O)c3oc4ccccc4c(=O)c3C2c2ccco2)s1 (centres undefined)	i	i	i	i	i	i	-5	i	i	i	i
O=C(N/N=C/c1ccccn1)c1[nH]c2ccc([N+](=O)[O-])cc2c1-c1ccccc1	i	i	i	i	10*	i	-19	i	i	i	i
Cn1c(SCC(N)=O)nnc1C1CCN(S(=O)(=O)c2ccccc2C(F)(F)F)CC1	i	i	i	i	i	i	-10	i	i	i	i
O=C(Cn1nnc(-c2ccccc2)n1)NNC(=O)c1cccc([N+](=O)[O-])c1	i	i	i	i	i	i	-8	i	i	i	i
Cc1nnc(NC(=O)Cn2c(=O)sc3ccccc32)s1	i	i	i	i	i	i	1	i	i	i	i
COc1ccc(OCC(=O)Nc2cccc3ncccc23)cc1	i	i	i	i	i	i	-4	i	i	i	i
O=[N+]1C2=C(CCCC2)N([O-])C12CCCC2	i	i	i	i	i	i	-3	i	i	i	i
CC1=C(C)CC2(SC1)C(=O)N(c1ccccc1)N=C2N (centres undefined)	i	i	i	i	i	i	-11	i	i	i	i
C/C=C/c1ccc(OCCCCn2cncn2)c(OC)c1	i	i	.	.	.	i	.	i	.	i	.
Cc1cc(C)c2nc(N3CCC(C(=O)NCCCN4CCCCC4)CC3)sc2c1	i	i	-7.9*	i	i	i	-16	i	i	i	i
CCC(Sc1nnnn1C)C(=O)Nc1ccc(C(C)=O)cc1 (centres undefined)	i	i	i	i	i	i	-4	i	i	i	i
Cc1cccc(C)c1NC(=O)C(c1ccc([N+](=O)[O-])cc1)N(C)C(=O)c1ccccn1 (centres undefined)	i	i	i	i	i	i	-1	i	i	i	i
Cc1ccc(-c2csc(N3CCC[C@@H]3C(=O)NCCn3c(-c4ccncc4)nc4ccccc43)n2)cc1	i	i	i	i	i	i	-13	i	i	i	i
COC(=O)C(Cc1ccc(O)cc1)NC(=O)c1ccccc1OC (centres undefined)	i	i	i	i	i	i	-7	i	i	i	i
NC(=O)c1ccccc1NC(=O)/C=C/c1c(Cl)cccc1Cl	i	i	i	i	i	i	-4	i	i	i	i
CCCN1CCN(C(=O)Cn2cccc2C(=O)c2ccccc2)CC1	i	i	i	i	i	i	-13	i	i	i	i
c1ccc(CSc2nnc3ccc(-c4ccco4)nn23)nc1	i	i	i	i	i	i	-1	i	i	i	i
COc1ccc(CCNC(=O)c2c(-c3ccccc3Cl)noc2C)cc1	i	i	i	i	i	i	-5	i	i	i	i
Cc1ccc(NC(=O)CN(C)C(C)C(=O)Nc2ccc(S(=O)(=O)N3CCCC3)cc2)cc1 (centres undefined)	i	i	i	i	i	i	-18	i	i	i	i
Cc1ccc(NCc2ccccc2O)cc1	i	i	i	i	i	i	-11	i	i	i	i
Cc1ccc(C(=O)NCC(=O)N/N=C/c2cccs2)cc1[N+](=O)[O-]	i	i	i	i	i	i	2	i	i	i	i
O=S(=O)(c1ccc(Oc2ccc(Br)cc2)cc1)N1CCOCC1	i	i	i	i	i	i	-13	i	i	i	i
COc1ccc(C(=O)NCCc2cnc[nH]2)cc1OC	i	i	i	i	i	i	-5	i	i	i	i
O=c1[nH]c2ccc(N=Cc3c(O)ccc4cc(Br)ccc34)cc2[nH]1	i	.	i	i	i	i	-13	.	i	.	i
CCOc1ccc(NC(=O)Nc2cccs2)cc1	i	i	i	i	i	i	-3	i	i	i	i
O=C(Nc1cccc(-c2ccccc2)c1)N1CCN(C(=O)Nc2cccc(-c3ccccc3)c2)CC1	i	i	i	i	i	i	-15	i	i	i	i
NS(=O)(=O)c1ccc(NC(=O)COC(=O)C2(c3ccc(F)cc3)CCCC2)cc1	i	i	i	i	i	i	-8	i	i	i	i
Cc1ccccc1S(=O)(=O)Cc1ccc(C(=O)NCCN(Cc2ccccc2)C(C)C)o1	i	i	i	i	i	i	-2	i	i	i	i
CC(C)c1ccc(NC(=O)CCS(=O)(=O)c2cccc3nonc23)cc1	i	i	i	i	i	i	-3	i	i	i	i
Cc1ccc(-c2cn3cccnc3n2)cc1NC(=O)c1c(-c2ccccc2Cl)noc1C	i	i	i	i	i	i	-14	i	i	i	i
CCCCOC(=O)C1C2C=C[C@]3(CN(CCCOC)C(=O)[C@H]13)O2 (some centres undefined)	i	i	i	i	i	i	-3	i	i	i	i
CC(C)C(=O)N1CCN(c2cc(N3CCN(C)CC3)c(F)cc2[N+](=O)[O-])CC1	i	i	i	i	i	i	-14	i	i	i	i
Cn1c(SCC(=O)N2CCCC2)nnc1-c1ccc(S(=O)(=O)N2CCCC2)cc1	i	i	i	i	i	i	-11	i	i	i	i
COc1ccc(NCc2cc(=O)[nH]c3ccccc23)cc1	i	i	i	i	i	i	-3	i	i	i	i
CCOC(=O)C1CCN(CC(O)COc2ccc(C(C)(C)C)cc2)CC1 (centres undefined)	i	i	i	i	i	i	-13	i	i	i	i
Cc1ccc(CS(=O)(=O)CCC(=O)O)cc1	i	i	i	i	i	i	-18	i	i	i	i
NC(=S)N/N=C/c1ccc(C(F)(F)F)cc1	i	i	i	i	i	i	-5	i	i	i	i
CN(C)CC[n+]1ccc(C(=O)c2ccccc2)cc1	i	i	i	i	i	i	0	i	i	i	i
COc1ccc(CCN(C)C(=O)CCCN2C(=O)c3cccc4cccc(c34)C2=O)cc1OC	i	i	i	i	i	i	-17	i	i	i	i
CC(C)Oc1ccc(/C=C/C(=O)NCC2COc3ccccc3O2)cc1 (centres undefined)	i	i	i	i	i	i	-18	i	i	i	i
CCCc1cc(=O)oc2cc(OCC(=O)NCCCN3CCOCC3)ccc12	i	i	i	i	i	i	0	i	i	i	i
Cc1ccc(C(=O)NCc2ccccn2)o1	i	i	i	i	i	i	-4	i	i	i	i
CCOC(=O)N1CCN(C(=O)CCSc2ccc(C)cc2)CC1	i	i	i	i	i	i	-3	i	i	i	i
O=C(COC(=O)c1ccccc1Br)Nc1ccccc1F	i	i	i	i	i	i	-23	i	i	i	i
O=C(CN1C(=O)CCC1=O)Nc1ccc(Cc2ccc(NC(=O)CN3C(=O)CCC3=O)cc2)cc1	i	i	i	i	i	i	-6	i	i	i	i
Cc1nc2ccccc2c(=O)n1NC(=O)c1cncc(Br)c1	i	i	i	i	i	i	-11	i	i	i	i
Oc1ccc(-c2nccc(-c3ccc(Br)cc3)n2)cc1	i	i	i	i	i	i	-6	i	i	i	i
O=C(O)c1cnc(-c2ccccc2)nc1C(F)(F)F	i	i	i	i	i	i	-4	i	i	i	i
CCOc1ccc(CC2S/C(=N/N=C/c3ccco3)NC2=O)cc1 (centres undefined)	i	i	i	i	i	i	1	i	i	i	i
O=C(CCNS(=O)(=O)c1ccc(Cl)cc1)NCc1cccnc1	i	i	i	i	i	i	-8	i	i	i	i
Cn1c(SCc2ccccn2)nnc1-c1cnccn1	i	i	i	i	i	i	-8	i	i	i	i
CC1CCCCN1C(=O)CSc1nc(-c2ccccc2)cc(=O)[nH]1 (centres undefined)	i	i	i	i	i	i	-5	i	i	i	i
CCN(CC)S(=O)(=O)c1ccc(S(=O)(=O)N2CCN(C(=O)c3ccco3)CC2)cc1	i	i	i	i	i	i	-13	i	i	i	i
Cc1cccc(C)c1NC(=O)CSc1nnc(-c2cccnc2)o1	i	i	i	i	i	i	-7	i	i	i	i
CC(C(=O)NN=C(c1ccccc1)c1ccccc1)N1CCOCC1 (centres undefined)	i	i	i	i	i	i	-2	i	i	i	i
CCC(=O)N1CCN(c2ccc(NC(=S)NC(=O)c3cccc([N+](=O)[O-])c3)cc2)CC1	i	i	i	i	i	i	-4	i	i	i	i
Cc1ccc(NC(=S)NCCc2ccc(S(N)(=O)=O)cc2)cc1C	i	i	i	i	i	i	0	i	i	i	i
CC1(C)CC(NC(=O)C23CCC(C)(C2Br)C3(C)C)CC(C)(C)N1 (centres undefined)	i	i	i	i	i	i	-3	i	i	i	i
CCOc1ccc(-n2c(C)cc(/C=N/N(C)C)c2C)cc1	i	i	i	i	i	i	-13	i	i	i	i

Next entries follow:
smiles	KCNK3 inh	MrgX1 allo act	RGS4 pot	KCNQ1 pot	KCNQ1 block	TMEM16A act	hERG rescue	TMEM16A inh	RGS4 inh	MrgX1 agonist	KCNK9 block
CC1Sc2ccc(S(=O)(=O)CCC(=O)NCc3ccccc3)cc2NC1=O (centres undefined)	i	i	i	i	i	i	-10	i	i	i	i
O=C(NNC(=O)c1csc(-c2cnccc2C(F)(F)F)n1)c1ccc(C(F)(F)F)cc1	i	i	i	i	i	i	-4	i	i	i	i
CC1CCCC(C)N1CC(O)Cn1c2ccccc2c2ccccc21 (centres undefined)	i	i	i	i	i	i	-12	i	i	i	i
COc1ccc(S(=O)(=O)N2CCOC2CNC(=O)C(=O)NCCN2CCOCC2)cc1C (centres undefined)	i	i	i	i	i	i	-8	i	i	i	i
NC(=O)CSc1nnc(NC(=O)c2ccc(S(=O)(=O)N3CCCCC3)cc2)s1	i	i	i	i	i	i	-12	i	i	i	i
CCN(CC)CCCN1C(=O)C(O)=C(C(=O)c2ccco2)C1c1ccc(OC(C)C)cc1 (centres undefined)	i	i	i	i	i	i	-4	i	i	i	i
Cc1ccc(S(=O)(=O)NC(C)c2ccccc2)cc1[N+](=O)[O-] (centres undefined)	i	i	i	i	i	i	-3	i	i	i	i
